Lipid storage S3: qHTS Assay for Lipid Storage Modulators in Drosophila S3 Cells; Drosophila S3 cells, BODIPY lipid droplet fluorescence, 18-24 h; cells fed with added oleic acid; Potency in µM for hits, for the others lipid storage change, negative = inhibition, % at the top dose, mostly 46.1 µM; 320,000 tested, 0.64% active; AID 2685; active = well fitted inhibition curve with a large enough effect in the signal ratio, with a control signal flat, not every such curve was filed as active; inconclusive = small, poorly fitted or top-dose-only effect, or effect the other way, or a change in a side signal; the % refers to the signal ratio
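Laser-scanning cytometry quantifies lipid droplet accumulation (500–530 nm total intensity; droplet/cell object ratio) in oleic acid-fed (400 uM added) Drosophila S3 cells treated with a concentration series. 20 uM Triacsin C defined 100% inhibition.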
Lipid storage S3 cell count max: also measured in Lipid storage S3; calls as there; cell number change, %; measured here: cell count max response;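 cells counted by Cell Tracker Red CMTPX staining in the red channel; peak over a dose series mostly up to 46.1 µM; percent activity relative to internal control wells on each plate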
* = called active by the depositor; i = inactive; ? = inconclusive; · = no result given. % is scaled to controls: 0 for no effect and ±100 for the full control effect; potency is read from the fitted curve at half-maximal effect. A portion of the library, so the mix of outcomes need not match the whole.

SMILES | Lipid storage S3 | Lipid storage S3 cell count max
C#CCOCCOCCOCCNc1nc(N2CCOCC2)nc(N2CCN(C(=O)[C@H](Cc3cc4ccccc4[nH]3)n3cc([C@@H](N)Cc4ccc(O)cc4)nn3)CC2)n1 | -9% | -3
OC1CCCN(Cc2nc(Cc3ccccc3Cl)no2)C1 (stereo not drawn) | -8% | 0
CN1CCN(c2ccc(Cl)cc2NC(=O)/C=C/c2ccc(F)cc2)CC1 | ? | ·
CC(=O)C(Sc1nn(C)c(=S)s1)C(=O)Nc1ccccc1 (stereo not drawn) | 10% | 7
CCc1ccc(NC(=O)C2CCN(c3c(N4CCCC4)c(=O)c3=O)CC2)cc1 | ? | ·
O=C(OCc1nnc(-c2ccccc2)o1)c1ccc([N+](=O)[O-])o1 | ? | ·
COC(=O)c1c(NC(NC(=O)c2ccccc2)(C(F)(F)F)C(F)(F)F)sc2c1CCN(C)C2 | ? | ·
CC(=O)Nc1coc2ccc(Br)cc12 | ? | ·
COc1ccccc1-c1noc(CCC(=O)Nc2cccc(C)c2)n1 | 18% | 9
O=C(CSc1cn(Cc2ccccc2)c2ccccc12)N1CCOCC1 | i | ·
CCOC(=O)c1cccc(NC(=O)CN(c2ccc(C)cc2)S(=O)(=O)c2c(C)n[nH]c2C)c1 | 1% | -15
O=C(NC1CCN(Cc2ccccc2)CC1)C1CCCN(S(=O)(=O)c2cccc3nonc23)C1 (stereo not drawn) | ? | ·
CC1CCN(C(=O)CC(NC(N)=O)c2ccccc2Cl)CC1 (stereo not drawn) | -61% | 1
O=C(NC(=S)NCC1CCCO1)c1ccc(Cl)cc1Cl (stereo not drawn) | ? | ·
CCN(CC)C(=S)SCC(=O)c1ccccc1 | -1% | 17
Cc1ccc(N2C(=O)c3ccccc3NC2C(C)Cc2ccc3c(c2)OCO3)cc1 (stereo not drawn) | ? | ·
CCOc1ccccc1N1CCN(C(=O)/C=C/c2cccc([N+](=O)[O-])c2)CC1 | 22% | 12
CCOC(=O)C1(Cc2cccc(OC)c2)CCN(Cc2cccn2-c2nccs2)CC1 | 17% | 9
COc1cccc(C2NC(=S)NC3=C2CCc2ccccc23)c1 (stereo not drawn) | 4% | -17
COc1ccc(OCC(=O)NC(=S)Nc2ccc(S(=O)(=O)Nc3cc(OC)nc(OC)n3)cc2)cc1 | ? | ·
COc1ccc(S(=O)(=O)N2CCOCC2)cc1NC(=O)COC(=O)c1oc2ccccc2c1C | ? | ·
Cc1sc2nc(CN(C(=O)c3cccs3)C3CCCC3)[nH]c(=O)c2c1C | ? | ·
CCc1ccc(NC(=O)CCNC(=O)Cn2cnc3ccccc3c2=O)cc1 | ? | ·
Cn1cc(C(=O)C(=O)N2CCCC2)c2ccccc21 | ? | ·
COc1ccc(NC(c2ccccc2)c2ccncc2)cc1 (stereo not drawn) | -9% | 0
CN(C)c1cccc(C(=O)OCC(=O)Nc2ccccc2Cl)c1 | ? | ·
Cc1ccc2c(C(=O)CN3CCCC(C)C3)c(C)[nH]c2c1 (stereo not drawn) | -13% | -12
CSc1nc2cc(C)nn2c(-c2ccccc2Cl)c1C#N | -6% | -2
CCc1ccc(NCCC(=O)c2ccc(Br)cc2)cc1 | 15% | -3
CC(=O)N/C(N)=N/c1nc2cc([N+](=O)[O-])ccc2o1 | ? | ·
CC1(C)CC(=O)C2=C(C1)N(c1ccc(F)cc1)C(=O)CC2c1cccnc1 (stereo not drawn) | 5% | 7
O=C(NCC1CCCO1)c1ccc(Br)s1 (stereo not drawn) | i | 12
CCOC(=O)N1CCN(C(=O)CSCc2ccccc2C)CC1 | -7% | -22
COC(=O)[C@@H](Cc1ccccc1)NC(=O)NCCc1ccccc1 | ? | ·
Cc1cc(OCCCCCNCCO)ccc1Cl | -2% | -10
Cc1ccccc1NC1=C/C(=N\S(=O)(=O)c2cccs2)c2ccccc2C1=O | ? | ·
O=C(O)COc1ccccc1/C=N/NC(=O)CNC(=O)c1ccc(F)cc1 | 3% | 1
CCOC(=O)N1CCN(c2c(N3CCC(N4CCCCC4)CC3)c(=O)c2=O)CC1 | 9% | ·
Cc1ccc(CS(=O)Cc2ccc(C(=O)NC3CCCCCC3)o2)cc1 (stereo not drawn) | -33% | ·
FC(F)(F)c1ccc(N/N=C/c2cccnc2)nc1 | ? | ·
CCOC(=O)c1sc(N)c(C#N)c1CSc1nnc(C2CCCCC2)n1N | ? | ·
CCn1c(=O)c(C(=O)NCc2ccc(OC)cc2)c(O)c2ccccc21 | ? | ·
O=C(CSc1ncccn1)NC(=O)Nc1ccc2c(c1)OCCO2 | ? | ·
COc1ccc(CC(=O)NC(C)c2nnc(SCCC(=O)Nc3ccccc3)n2C)cc1 (stereo not drawn) | ? | ·
CC(=O)Nc1c(O)nc(SCC(=O)Nc2cccc(C)c2)[nH]c1=O | ? | ·
Cc1ccc(C)c(NC(=O)CSc2nnc(CSc3nc(C)cc(C)n3)n2Cc2ccco2)c1 | ? | ·
Cn1c(=O)[nH]c(=O)c2c1nc(Br)n2CCCO | ? | ·
C=C(C)c1cccc(C(C)(C)NC(=O)N2CCN(c3ccccc3OC)CC2)c1 | ? | ·
Cc1sc2c(c1C)C(=O)NC(c1ccccc1F)N2 (stereo not drawn) | -4% | 16
O=C1NC(c2ccc(Cl)cc2)Nc2ccccc21 (stereo not drawn) | i | -23
CS(=O)(=O)N1CCC(C(=O)Nc2cccc([N+](=O)[O-])c2)CC1 | ? | ·
COc1ccccc1/C=C/C(=O)OCc1nc2ccccc2c(=O)[nH]1 | ? | ·
COc1ccc(NC(=S)N2CCC(N(C)CCN3CCOCC3)CC2)cc1 | 2% | 2
Cc1cccc(NC(=O)CNC(=O)CSc2nnc(C(F)(F)F)n2C)c1C | -3% | 17
CCC(C)NC(=S)NNC(=O)c1ccncc1 (stereo not drawn) | ? | ·
c1ccc(CNCC2COc3ccccc3O2)cc1 (stereo not drawn) | 0% | 0
CCCCn1c(N)c(N(CC)C(=O)c2cnc(C)cn2)c(=O)[nH]c1=O | ? | ·
c1ccc2c(CN3CCSCC3)cccc2c1 | ? | ·
Cc1cc(NC(=O)c2ccc3c(c2)OCCO3)no1 | ? | ·
CCn1c(N2CCN(C(=O)NC3CCCCC3)CC2)nc2ccccc21 | ? | ·
(list continues)
SMILES | Lipid storage S3 | Lipid storage S3 cell count max
O=C(CSc1nc2c(cnn2-c2ccc(F)cc2)c(=O)[nH]1)N1CCCCCC1 | 17% | -7
Cc1nn(-c2ccccc2)c2c1C1(C(=O)N(C)c3ccccc31)C(C#N)=C(N)O2 (stereo not drawn) | ? | ·
Nc1nnc(SCn2nnc3ccccc3c2=O)s1 | ? | ·
Cc1nn(Cc2ccccc2)c(Cl)c1C(=O)OCc1nnc(-c2ccc(Cl)cc2)o1 | ? | ·
c1ccc2c(N3CCCCC3)nc(N3CCCCC3)nc2c1 | ? | ·
O=C(/C=C/c1ccccc1F)N1CCN(c2ccccn2)CC1 | ? | ·
Cc1cccc(CCNC(=O)c2nnc(Cc3ccc(Cl)cc3)o2)c1 | -4% | 12
CC(C)c1c(C(=O)N/N=C/c2ccc(Cl)cc2Cl)nnn1-c1nonc1N | i | -22
CCCCC(=O)NC(=S)Nc1cccc(Cl)c1N1CCCCC1 | i | -27
Clc1ccc(-c2cn3cc(Br)ccc3n2)cc1Cl | -1% | -25
CC(OC(=O)c1ccc(-n2cnnn2)cc1)C(=O)NCc1ccccc1 (stereo not drawn) | ? | ·
COc1ccc(NC(=O)Nc2ccc3c(c2)CCC3)cc1 | ? | ·
COc1ccc(-c2cc(C(=O)N3CCCCC3)c3ccccc3n2)cc1OC | ? | ·
Cc1ccc(NC(=O)C2CCCN(S(=O)(=O)c3c(C)noc3C)C2)c(Br)c1 (stereo not drawn) | i | 11
Cc1cccc(-n2c(C)cc(/C=N/NC(=O)c3ccc(CN4CCOCC4)cc3)c2C)c1 | ? | ·
CCN1CC(CN(C)Cc2cn(-c3cccc(C)c3)nc2-c2cccc(F)c2)CC1=O (stereo not drawn) | -11% | -9
Cc1ccc(-c2nnn(CC(=O)N3c4ccccc4CCc4ccccc43)n2)cc1 | -10% | -17
O=C1CCCc2ccccc2N1Cc1cccc(F)c1 | -9% | 1
COc1ccc(Br)cc1C1Nc2ccccc2C(=O)N1NC(=O)c1ccncc1 (stereo not drawn) | -21% | 11
COc1ccc(-c2nc3ccccc3c(C(=O)Nc3ccc(S(=O)(=O)Nc4cc(C)on4)cc3)c2C)cc1 | 10% | 5
COc1ccccc1NC(=O)c1cc(Sc2nncn2C)nc2ccccc12 | ? | ·
COc1ccc(OCC(O)CN2CCc3ccccc3C2)cc1 (stereo not drawn) | 3% | 16
CCOC(=O)c1ccc(-c2ccc(/C=N/NC(=O)Cc3nnc(N)s3)o2)cc1 | 4% | -10
CCOc1ccccc1N=Nc1c(C)[nH]n(C(N)=S)c1=O | 7% | 12

A draw from above in order of heavy-atom count, ascending:
SMILES | Lipid storage S3 | Lipid storage S3 cell count max
Clc1ccc(-c2cn3cc(Br)ccc3n2)cc1Cl | -1% | -25
O=C1CCCc2ccccc2N1Cc1cccc(F)c1 | -9% | 1
COc1ccc(NC(=O)Nc2ccc3c(c2)CCC3)cc1 | ? | ·
COc1ccc(OCC(O)CN2CCc3ccccc3C2)cc1 (stereo not drawn) | 3% | 16
Cc1cccc(CCNC(=O)c2nnc(Cc3ccc(Cl)cc3)o2)c1 | -4% | 12
CC(OC(=O)c1ccc(-n2cnnn2)cc1)C(=O)NCc1ccccc1 (stereo not drawn) | ? | ·
Cc1ccc(NC(=O)C2CCCN(S(=O)(=O)c3c(C)noc3C)C2)c(Br)c1 (stereo not drawn) | i | 11
CCOC(=O)c1ccc(-c2ccc(/C=N/NC(=O)Cc3nnc(N)s3)o2)cc1 | 4% | -10
COc1ccc(Br)cc1C1Nc2ccccc2C(=O)N1NC(=O)c1ccncc1 (stereo not drawn) | -21% | 11
Cc1ccc(-c2nnn(CC(=O)N3c4ccccc4CCc4ccccc43)n2)cc1 | -10% | -17
CCN1CC(CN(C)Cc2cn(-c3cccc(C)c3)nc2-c2cccc(F)c2)CC1=O (stereo not drawn) | -11% | -9
Cc1cccc(-n2c(C)cc(/C=N/NC(=O)c3ccc(CN4CCOCC4)cc3)c2C)c1 | ? | ·
COc1ccc(-c2nc3ccccc3c(C(=O)Nc3ccc(S(=O)(=O)Nc4cc(C)on4)cc3)c2C)cc1 | 10% | 5

(cont.)
SMILES | Lipid storage S3 | Lipid storage S3 cell count max
Cc1[nH]c2ccccc2c1C(=O)C(=O)NCC1CCCO1 (stereo not drawn) | ? | ·
Cc1cccc(NC(=O)CSc2nc3ccccc3o2)c1 | i | ·
CCSc1nnc(NC(=O)C(C(F)(F)F)C(F)(F)F)s1 | 12% | 5
OCCN(Cc1ccccc1)c1ncnc2sccc12 | ? | ·
Cc1ccccc1OCCC(=O)OCC(=O)NC(C)c1ccccc1 (stereo not drawn) | 8% | 24
O=C1NN=C(c2ccc(Cl)cc2)CC1c1cccc(Br)c1 (stereo not drawn) | ? | ·
COc1ccc2c(Cl)c(C(=O)N/N=C/c3ccc4c(c3)OCO4)sc2c1 | ? | ·
CCOC(=O)N1CCN(C(=O)COC(=O)CN(C)S(=O)(=O)c2ccc(NC(C)=O)cc2)CC1 | ? | ·
COc1ccc(NC(=O)CNC(=O)c2c(C)nn(C)c2Cl)cc1 | ? | ·
Cc1onc(-c2ccccc2Cl)c1C(=O)NCCn1c(C)cc2ccccc21 | -19% | 17
CCc1nc2ccccc2n1CC(=O)N(C(C)CC)C1CCS(=O)(=O)C1 (stereo not drawn) | 15% | 11
O=C(CNc1ccc(Br)cc1)c1ccc(Br)s1 | ? | ·
CSc1cccc(NC(=O)COc2ccccc2)c1 | ? | ·
Cc1noc(C)c1S(=O)(=O)Nc1cccc(C(F)(F)F)c1 | 18% | ·
COc1ccc(-c2csc(NC(=O)C3=COCCO3)n2)c(OC)c1 | ? | ·
S=C(CN1CCCC1=S)NCCc1ccccc1 | -7% | 12
CCC(C)C(=O)Nc1nnc(CCc2ccccc2)s1 (stereo not drawn) | 20% | 1
O=C(Nc1cccc2ccccc12)c1cnsn1 | 20% | 8
CC(/C=C/c1ccccc1)=N\NC(=O)C1CC1(C)c1ccccc1 (stereo not drawn) | -11% | 0
COc1ccc(C(=O)Nc2ccccc2C(=O)NC(Cc2ccc(O)cc2)C(=O)NNC(=O)c2ccncc2)cc1 (stereo not drawn) | ? | ·
COc1cccc(-c2nnc(N(C)C(=O)c3ccno3)s2)c1 | ? | ·
CC(=O)NC(c1ccccc1)c1cc(Cl)c2cccnc2c1O (stereo not drawn) | ? | ·
O=C(NCc1ccco1)C1CCCN(S(=O)(=O)Cc2ccccc2)C1 (stereo not drawn) | i | ·
O=C(Nc1c2c(nn1-c1ccccc1)CS(=O)(=O)C2)c1cc2ccccc2o1 | 2% | -7
COc1ccc(C(C)=O)cc1CSc1nnc(Nc2ccccc2)s1 | 2.3µM* | -8.2*
Cc1cnc(C(=O)NCCc2ccc(S(=O)(=O)NC(=O)NC3CCCCC3)cc2)cn1 | ? | ·
CC(C(=O)Nc1ccc(C(=O)O)c(O)c1)N1C(=O)/C(=C\c2ccco2)SC1=S (stereo not drawn) | ? | ·
Cc1onc(-c2ccccc2)c1C(=O)NNC(=O)c1ccccc1O | ? | ·
CC1=CC(C)(C)N2C(=O)C3(C(C#N)=C(N)OC4=C3C(=O)CCC4)c3c(C)c(C)cc1c32 (stereo not drawn) | 2% | -6
CCC(Sc1nc2n[nH]c(C)c2c(=N)n1-c1cccc(Cl)c1C)C(=O)N(CC)CC (stereo not drawn) | ? | ·

Screens from PubChem.
